# NSD2 inh: inhibitors of human NSD2, primary screen, biochemical, plate reader, single point | NSD2-SET H3K36me1 DELFIA fluorescence | inhibition, % at 12.5 µM | 0.07% of 44,000 active; in the data active = inhibition above about 54%, passing the limit was not always enough;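 also: inhibitors reduce the monomethyl H3K36 fluorescence signal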
# Target sequence (O96028 whole entry, looked up): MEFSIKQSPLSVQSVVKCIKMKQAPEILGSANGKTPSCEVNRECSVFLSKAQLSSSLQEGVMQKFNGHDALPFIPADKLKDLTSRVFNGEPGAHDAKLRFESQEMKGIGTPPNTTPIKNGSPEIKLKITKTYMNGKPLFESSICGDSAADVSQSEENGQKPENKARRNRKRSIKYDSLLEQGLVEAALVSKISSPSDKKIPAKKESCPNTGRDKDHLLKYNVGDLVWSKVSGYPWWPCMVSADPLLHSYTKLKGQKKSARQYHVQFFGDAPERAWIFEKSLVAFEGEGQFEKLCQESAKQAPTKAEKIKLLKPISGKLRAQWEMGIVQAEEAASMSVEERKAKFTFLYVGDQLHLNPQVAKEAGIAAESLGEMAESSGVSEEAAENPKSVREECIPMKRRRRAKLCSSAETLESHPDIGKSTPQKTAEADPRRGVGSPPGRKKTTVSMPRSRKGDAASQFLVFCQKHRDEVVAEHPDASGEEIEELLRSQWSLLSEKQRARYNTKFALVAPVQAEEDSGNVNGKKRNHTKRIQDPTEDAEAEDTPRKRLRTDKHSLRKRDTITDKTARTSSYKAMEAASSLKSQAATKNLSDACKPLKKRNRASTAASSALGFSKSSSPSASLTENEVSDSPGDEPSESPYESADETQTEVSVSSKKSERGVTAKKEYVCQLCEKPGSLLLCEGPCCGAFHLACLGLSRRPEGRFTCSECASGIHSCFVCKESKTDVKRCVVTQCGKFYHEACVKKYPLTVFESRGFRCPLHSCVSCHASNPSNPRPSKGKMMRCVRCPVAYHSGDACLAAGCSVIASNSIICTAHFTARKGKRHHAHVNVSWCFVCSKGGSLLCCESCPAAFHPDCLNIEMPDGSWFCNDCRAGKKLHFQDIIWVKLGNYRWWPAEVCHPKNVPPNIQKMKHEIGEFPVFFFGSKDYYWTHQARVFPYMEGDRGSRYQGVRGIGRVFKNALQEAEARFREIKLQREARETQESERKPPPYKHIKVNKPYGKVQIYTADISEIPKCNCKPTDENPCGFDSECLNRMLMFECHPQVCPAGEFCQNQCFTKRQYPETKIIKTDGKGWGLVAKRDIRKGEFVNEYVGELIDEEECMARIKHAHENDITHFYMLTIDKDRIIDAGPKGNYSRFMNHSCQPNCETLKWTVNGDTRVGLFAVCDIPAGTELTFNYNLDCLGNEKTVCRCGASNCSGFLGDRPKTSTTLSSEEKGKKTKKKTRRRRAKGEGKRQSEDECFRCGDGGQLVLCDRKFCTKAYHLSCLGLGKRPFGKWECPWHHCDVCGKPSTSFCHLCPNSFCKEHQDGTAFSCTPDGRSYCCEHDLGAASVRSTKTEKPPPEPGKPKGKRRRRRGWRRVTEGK
# * marks the source's active call; other numbers are inactive results; i = inactive.
compound | NSD2 inh
C[C@H]1CN([C@@H](C)CO)S(=O)(=O)c2ccc(C3=CCCCC3)cc2O[C@@H]1CN(C)C(=O)C1CCC1 | 4
CC(C)(C)c1csc(-c2sccc2CS(=O)(=O)c2ccc(Cl)cc2)n1 | -1
C[C@H]1CN([C@@H](C)CO)C(=O)c2cc(-c3cccc(F)c3)cnc2O[C@H]1CN(C)Cc1ccccn1 | -2
C[C@H](CO)N1C[C@H](C)[C@@H](CN(C)Cc2ccc3c(c2)OCO3)Oc2c(NC(=O)C3CC3)cccc2C1=O | 0
C[C@H]1CCCCO[C@H](CN(C)C(=O)c2ccncc2)[C@@H](C)CN([C@@H](C)CO)C(=O)c2cc(NS(C)(=O)=O)ccc2O1 | 5
CCC(=O)N(C)C[C@H]1Oc2cc(-c3ccc(C#N)cc3)ccc2S(=O)(=O)N([C@@H](C)CO)C[C@H]1C | -1
COc1ccc(S(=O)(=O)Nc2ccc3c(c2)C(=O)N([C@H](C)CO)C[C@H](C)[C@@H](CN(C)S(=O)(=O)c2cn(C)cn2)O3)cc1 | 0
COc1ccc(CN(C)C[C@H]2Oc3ccc(NS(=O)(=O)c4c(C)noc4C)cc3CC(=O)N([C@H](C)CO)C[C@@H]2C)cc1 | 8
CC(C)CC#Cc1ccc2c(c1)O[C@@H](CN(C)C(=O)c1ccccc1F)[C@H](C)CN([C@H](C)CO)S2(=O)=O | -7
C[C@H]1CN([C@@H](C)CO)C(=O)c2cccc(NC(=O)c3cnccn3)c2O[C@@H]1CN(C)S(=O)(=O)c1cn(C)cn1 | 1
COc1ccc(NC(=O)N(C)C[C@H]2Oc3ccc(NC(=O)CCN4CCOCC4)cc3C(=O)N([C@H](C)CO)C[C@H]2C)cc1 | -2
COc1ccc(NC(=O)Nc2ccc3c(c2)C(=O)N([C@@H](C)CO)C[C@H](C)[C@@H](CN(C)Cc2ccc(C(=O)O)cc2)OCCCC[C@@H](C)O3)cc1 | -3
O=C(NCCO)C1=C[C@H](Oc2ccccc2I)[C@@H](O)[C@H](N(Cc2ccco2)C(=O)Cc2ccccc2)C1 | 1
Cc1noc(C)c1NC(=O)Nc1ccc2c(c1)CC(=O)N([C@H](C)CO)C[C@@H](C)[C@@H](CN(C)C(=O)Nc1ccc3c(c1)OCO3)O2 | -3
COc1ccc(NC(=O)Nc2ccc3c(c2)C(=O)N([C@@H](C)CO)C[C@H](C)[C@@H](CN(C)C(=O)Nc2cccc4ccccc24)O3)cc1 | -1
O=C(C[C@H]1CC[C@H](NC(=O)Nc2cc(F)ccc2F)[C@H](CO)O1)NCc1ccncn1 | 4
C[C@@H]1CN([C@H](C)CO)C(=O)CCCn2cc(nn2)CO[C@@H]1CN(C)C | 1
C[C@H]1CN([C@@H](C)CO)C(=O)CCCn2cc(nn2)CO[C@@H]1CN(C)S(=O)(=O)c1cn(C)cn1 | 0
C[C@@H]1CN([C@@H](C)CO)S(=O)(=O)c2ccc(-c3ccccc3)cc2O[C@H]1CN(C)CC1CCCC1 | -3
C[C@H](CO)N1C[C@H](C)[C@H](CN(C)S(C)(=O)=O)Oc2ccc(NS(=O)(=O)c3cn(C)cn3)cc2CC1=O | -1
C[C@@H]1CN([C@@H](C)CO)C(=O)c2cc(NS(=O)(=O)c3cccs3)ccc2O[C@@H](C)CCCCO[C@H]1CN(C)CC1CCCCC1 | 3
[N-]=[N+]=NCc1ccccc1C[C@]1(C(=O)NCC(O)CO)N=C(c2ccc(OCCCO)cc2)O[C@H]1c1ccccc1 (stereo partly drawn) | -3
C[C@H]1CCCCO[C@@H](CN(C)C(=O)C2CCCCC2)[C@@H](C)CN([C@@H](C)CO)C(=O)c2cc(NS(C)(=O)=O)ccc2O1 | 2
Cc1noc(C)c1NC(=O)Nc1ccc2c(c1)CC(=O)N([C@H](C)CO)C[C@@H](C)[C@@H](CN(C)C)O2 | -2
C[C@H]1CN([C@@H](C)CO)C(=O)c2cc(NS(=O)(=O)c3cn(C)cn3)ccc2O[C@H]1CN(C)CC1CC1 | -9

# Pulled by compound from above (3):
compound | NSD2 inh
C[C@H](CO)N1C[C@H](C)[C@H](CN(C)S(C)(=O)=O)Oc2ccc(NS(=O)(=O)c3cn(C)cn3)cc2CC1=O | -1
O=C(NCCO)C1=C[C@H](Oc2ccccc2I)[C@@H](O)[C@H](N(Cc2ccco2)C(=O)Cc2ccccc2)C1 | 1
Cc1noc(C)c1NC(=O)Nc1ccc2c(c1)CC(=O)N([C@H](C)CO)C[C@@H](C)[C@@H](CN(C)C(=O)Nc1ccc3c(c1)OCO3)O2 | -3

# New compounds follow.
compound | NSD2 inh
C[C@@H]1CN([C@@H](C)CO)C(=O)c2cc(NC(=O)c3ccncc3)ccc2O[C@H]1CN(C)Cc1ccccc1 | 2
O=S(=O)(NC1CCN(Cc2ccc(OCCO)cc2)CC1)c1ccc(-c2ccccc2)cc1 | 7
COc1ccc(NC(=O)N(C)C[C@H]2Oc3c(NC(=O)CCCCCC(=O)Nc4ccccc4N)cccc3C(=O)N([C@H](C)CO)C[C@H]2C)cc1 | -3
CC(C)NC(=O)N(C)C[C@H]1OCCCC[C@H](C)Oc2ccc(NC(=O)Cc3ccccc3)cc2C(=O)N([C@H](C)CO)C[C@H]1C | 3
C[C@@H]1CCCCO[C@@H](CN(C)CC2CCCCC2)[C@H](C)CN([C@@H](C)CO)C(=O)c2cc(NC(=O)c3ccccc3)ccc2O1 | 3
C[C@H](CO)N1C[C@H](C)[C@H](CN(C)Cc2ccc3c(c2)OCO3)Oc2ncc(/C=C/c3ccccc3)cc2C1=O | 7
CNC[C@@H]1Oc2ccc(NC(=O)C3CC3)cc2C(=O)N([C@@H](C)CO)C[C@H]1C | 4
C[C@@H]1CCCCO[C@H](CN(C)S(=O)(=O)c2ccc(Cl)cc2)[C@@H](C)CN([C@H](C)CO)C(=O)c2cc(NC(=O)Nc3ccc(C(F)(F)F)cc3)ccc2O1 | i
Cc1noc(C)c1NC(=O)N(C)C[C@H]1OCCCC[C@@H](C)Oc2ccc(NS(=O)(=O)c3ccccc3)cc2C(=O)N([C@H](C)CO)C[C@@H]1C | 2
C[C@@H]1CN([C@@H](C)CO)C(=O)Cc2cc(NC(=O)Cc3cn(C)c4ccccc34)ccc2O[C@H]1CN(C)Cc1ccncc1 | 8
C[C@H]1CN([C@@H](C)CO)C(=O)c2cc(Br)cnc2O[C@@H]1CN(C)Cc1ccc2c(c1)OCO2 | 8
CC(C)CC#Cc1cnc2c(c1)C(=O)N([C@@H](C)CO)C[C@H](C)[C@@H](CN(C)Cc1ccc3c(c1)OCO3)O2 | 7
C=CCNC(=O)[C@@H]1[C@H]2C(=O)O[C@H](c3ccccc3)[C@H](c3ccccc3)N2[C@H](c2ccccc2OCCO)[C@@]12C(=O)Nc1ccc(C#Cc3ccc(OC)cc3)cc12 | -3
C[C@H](CO)N1C[C@H](C)[C@H](CN(C)C(=O)Nc2cc(F)ccc2F)Oc2cc(/C=C/c3ccccc3)ccc2S1(=O)=O | -7
COc1ccc(-c2ccc3c(c2)O[C@H](CN(C)CC2CC2)[C@H](C)CN([C@@H](C)CO)S3(=O)=O)cc1 | 2
C[C@H]1CN([C@@H](C)CO)C(=O)Cc2cc(NC(=O)Nc3ccc4c(c3)OCO4)ccc2O[C@@H]1CN(C)Cc1ccc(C(=O)Nc2ccccc2N)cc1 | -6
C[C@@H]1CCCCO[C@H](CN(C)S(=O)(=O)c2ccc(Cl)cc2)[C@@H](C)CN([C@H](C)CO)C(=O)c2cc(NC(=O)CCCN(C)C)ccc2O1 | 2
O=C(Nc1ccc2c(c1)[C@H]1C[C@H](CC(=O)N3CCOCC3)O[C@H](CO)[C@H]1O2)c1ccc2c(c1)OCO2 | -1
C[C@H]1CN([C@@H](C)CO)C(=O)c2cc(NC(=O)Nc3ccc4c(c3)OCO4)ccc2O[C@H]1CN(C)Cc1ccc(Oc2ccccc2)cc1 | 2
C[C@@H]1CN([C@@H](C)CO)C(=O)Cc2cc(NS(=O)(=O)c3cn(C)cn3)ccc2O[C@H]1CN(C)CC1CCCCC1 | 0
CC(C)(C)[C@H]1C=C(C(=O)NC2CC2)O[C@@H](OCc2ccc(CO)cc2)C1 | -2
CC(C)C#Cc1cnc2c(c1)C(=O)N([C@H](C)CO)C[C@@H](C)[C@H](CN(C)Cc1ccccn1)O2 | 4
C[C@@H]1CN([C@H](C)CO)C(=O)Cc2cc(NC(=O)Cc3cn(C)c4ccccc34)ccc2O[C@@H]1CN(C)S(=O)(=O)c1cccs1 | -1
Cc1noc(C)c1S(=O)(=O)Nc1ccc2c(c1)C(=O)N([C@@H](C)CO)C[C@@H](C)[C@H](CN(C)Cc1ccc(C(F)(F)F)cc1)OCCCC[C@H](C)O2 | -4
COc1ccc(NC(=O)Nc2ccc3c(c2)CC(=O)N([C@H](C)CO)C[C@@H](C)[C@H](CN(C)S(=O)(=O)c2ccccc2)O3)cc1 | -1

# Another view of some results above:
NSD2 inh	mol
8	C[C@@H]1CN([C@@H](C)CO)C(=O)Cc2cc(NC(=O)Cc3cn(C)c4ccccc34)ccc2O[C@H]1CN(C)Cc1ccncc1
8	C[C@H]1CN([C@@H](C)CO)C(=O)c2cc(Br)cnc2O[C@@H]1CN(C)Cc1ccc2c(c1)OCO2
7	CC(C)CC#Cc1cnc2c(c1)C(=O)N([C@@H](C)CO)C[C@H](C)[C@@H](CN(C)Cc1ccc3c(c1)OCO3)O2
-3	C=CCNC(=O)[C@@H]1[C@H]2C(=O)O[C@H](c3ccccc3)[C@H](c3ccccc3)N2[C@H](c2ccccc2OCCO)[C@@]12C(=O)Nc1ccc(C#Cc3ccc(OC)cc3)cc12

# New compounds follow.
compound | NSD2 inh
COc1ccc(CN(C)C[C@H]2Oc3ccc(NC(=O)Cc4ccccc4)cc3CC(=O)N([C@@H](C)CO)C[C@@H]2C)cc1 | 6
COc1ccc(NC(=O)N(C)C[C@@H]2Oc3ccc(NC(=O)c4ccncc4)cc3CC(=O)N([C@@H](C)CO)C[C@@H]2C)cc1 | 2
CO[C@H](CN(C)S(=O)(=O)c1ccc(C)cc1)[C@H](C)CN(Cc1ccccc1Cl)[C@@H](C)CO | 11
O=C(O)c1c(Br)c(Br)c(Br)c(Br)c1-c1c2ccc(=O)cc-2oc2cc(O)ccc12 | 14
C[C@@H]1CN([C@H](C)CO)C(=O)c2cccc(NC(=O)c3nc4ccccc4s3)c2O[C@@H]1CN(C)C(=O)NC1CCCCC1 | 20
C[C@H](CO)N1C[C@H](C)[C@H](CN(C)C(=O)Nc2ccc(F)cc2)Oc2c(NS(=O)(=O)c3ccc(Cl)cc3)cccc2C1=O | 0
CNC[C@H]1Oc2ccc(NC(=O)CCC(F)(F)F)cc2C(=O)N([C@H](C)CO)C[C@@H]1C | 0
C[C@@H]1CN([C@@H](C)CO)C(=O)c2cc(NS(=O)(=O)c3cccs3)ccc2O[C@@H](C)CCCCO[C@@H]1CN(C)C(=O)c1ccncc1 | -4
COc1ccc(NC(=O)N(C)C[C@@H]2OCCCC[C@@H](C)Oc3ccc(NC(=O)c4ccncc4)cc3C(=O)N([C@H](C)CO)C[C@@H]2C)cc1 | -4
C[C@@H]1CN([C@H](C)CO)S(=O)(=O)c2ccc(C#C[C@@H](C)O)cc2O[C@@H]1CN(C)C(=O)c1ccncc1 | -1
C[C@@H]1CN([C@@H](C)CO)S(=O)(=O)c2ccc(-c3ccc(C#N)cc3)cc2O[C@@H]1CN(C)C(=O)CN(C)C | 3
O=c1n(-c2ccc(F)cc2)nc2n1CCCN2 | -4
Cc1ccc(S(=O)(=O)Nc2ccc3c(c2)CC(=O)N([C@H](C)CO)C[C@H](C)[C@H](CN(C)Cc2ccccc2)O3)cc1 | 4
C[C@H]1CN([C@@H](C)CO)C(=O)c2cc(/C=C/c3ccccc3)cnc2O[C@@H]1CN(C)C(=O)c1cccc(F)c1 | 2
C[C@@H]1CN([C@H](C)CO)C(=O)c2cc(NS(C)(=O)=O)ccc2O[C@@H](C)CCCCO[C@@H]1CN(C)C(=O)c1ccncc1 | 2
C[C@@H]1CN([C@H](C)CO)C(=O)Cc2cc(NC(=O)Nc3cccc4ccccc34)ccc2O[C@H]1CN(C)C(=O)Nc1ccc(F)cc1 | 2
C[C@@H]1CCCCO[C@@H](CN(C)C(=O)CCCN(C)C)[C@@H](C)CN([C@H](C)CO)C(=O)c2cc(NC(=O)NC3CCCCC3)ccc2O1 | 1
COc1ccc(CN(C)C[C@H]2Oc3c(NC(=O)NC4CCCCC4)cccc3C(=O)N([C@@H](C)CO)C[C@H]2C)cc1 | -1
Cc1noc(C)c1NC(=O)N(C)C[C@H]1OCCCC[C@H](C)Oc2ccc(NS(C)(=O)=O)cc2C(=O)N([C@@H](C)CO)C[C@H]1C | 1
C[C@H]1CN([C@@H](C)CO)C(=O)c2cc(NS(=O)(=O)c3cn(C)cn3)ccc2O[C@H]1CN(C)C(=O)Nc1ccc(F)cc1 | -17
COc1ccc(NC(=O)Nc2ccc3c(c2)CC(=O)N([C@H](C)CO)C[C@@H](C)[C@H](CN(C)S(=O)(=O)c2ccc(Cl)cc2)O3)cc1 | 0
CC(=O)N(C)C[C@H]1Oc2ncc(-c3cccc(F)c3)cc2C(=O)N([C@@H](C)CO)C[C@@H]1C | -4
C[C@@H]1CN([C@H](C)CO)C(=O)c2cc(NC(=O)Cn3cnnn3)ccc2O[C@@H]1CN(C)C(=O)Nc1ccc(F)cc1 | 6
COCCOC(=O)N1C(=O)[C@@]2(c3cc(C#CC4(O)CCCCCC4)ccc31)[C@H](C(N)=O)[C@H]1C(=O)O[C@H](c3ccccc3)[C@H](c3ccccc3)N1[C@@H]2c1ccccc1OCCO | -6
C[C@@H]1CN([C@@H](C)CO)C(=O)c2cc(NC(=O)Nc3ccc4c(c3)OCO4)ccc2O[C@H]1CN(C)Cc1ccc2c(c1)OCO2 | 0

# High-throughput results: PubChem BioAssay, Broad Institute

# The list is partial; rates above refer to the full screens.
